# Compound activity (PubChem)
# EphB4 antag = EphB4-ephrin-B2 interaction antagonism. P54760. EphB4 LBD / TNYL-RAW-Alexa532 peptide, fluorescence polarization. inhibition, % at 7 µM. 97,000 tested, 0.15% active. AID 720;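 active = inhibition above the screen-wide mean inhibition plus 3 SD, cut at about 15% in these data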;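 note: 0% = DMSO wells and 100% = excess unlabeled TNYL-RAW peptide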
# Target sequence (P54760 whole entry, looked up, the tested form may be a part): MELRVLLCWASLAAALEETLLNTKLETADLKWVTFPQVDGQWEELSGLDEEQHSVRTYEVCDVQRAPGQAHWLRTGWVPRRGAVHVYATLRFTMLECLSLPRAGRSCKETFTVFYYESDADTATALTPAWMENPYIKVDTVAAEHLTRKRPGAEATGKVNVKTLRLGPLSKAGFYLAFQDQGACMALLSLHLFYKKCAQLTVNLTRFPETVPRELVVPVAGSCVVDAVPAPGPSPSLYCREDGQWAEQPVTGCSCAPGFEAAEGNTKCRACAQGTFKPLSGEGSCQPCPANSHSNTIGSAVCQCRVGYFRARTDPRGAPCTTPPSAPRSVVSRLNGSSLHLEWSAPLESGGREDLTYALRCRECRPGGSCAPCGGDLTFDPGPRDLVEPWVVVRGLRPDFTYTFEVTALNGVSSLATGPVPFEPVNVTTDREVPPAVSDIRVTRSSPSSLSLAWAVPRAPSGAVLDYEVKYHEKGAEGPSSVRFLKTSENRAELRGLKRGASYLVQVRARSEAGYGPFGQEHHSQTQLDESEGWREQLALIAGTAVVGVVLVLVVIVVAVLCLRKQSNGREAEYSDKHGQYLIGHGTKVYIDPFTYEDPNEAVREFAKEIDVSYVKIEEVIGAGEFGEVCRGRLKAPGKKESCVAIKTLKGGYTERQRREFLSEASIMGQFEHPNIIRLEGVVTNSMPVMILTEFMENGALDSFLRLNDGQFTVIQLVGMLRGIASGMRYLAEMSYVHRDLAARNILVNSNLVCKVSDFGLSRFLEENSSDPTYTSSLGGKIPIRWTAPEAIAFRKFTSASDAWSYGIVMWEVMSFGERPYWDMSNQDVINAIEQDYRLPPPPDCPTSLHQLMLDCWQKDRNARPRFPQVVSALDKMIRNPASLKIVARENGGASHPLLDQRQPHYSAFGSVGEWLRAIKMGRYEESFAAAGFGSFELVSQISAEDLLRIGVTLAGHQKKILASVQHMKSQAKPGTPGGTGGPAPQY
# FAK inh = inhibitors of human focal adhesion kinase | Q05397 | biochemical FAK kinase activity assay | inhibition, %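 (tested at 7 µM)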 | 97,000 tested, 0.84% active | AID 727; in the data active = inhibition above about 19%;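 note: 0% = DMSO and 100% = reference compound high control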
# Rev-RRE block = disrupts HIV-1 Rev binding to RRE RNA. P05866. Rev peptide-RRE RNA binding, FRET. inhibition, % at 8 µM. 97,000 tested, 0.79% active. AID 704;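 active = inhibition above the screen-wide mean plus 3 SD, cut at about 35% in these data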;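 note: 0% = median DMSO wells and 100% = median Neomycin B control wells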
# Target sequence (P05866 whole entry, looked up): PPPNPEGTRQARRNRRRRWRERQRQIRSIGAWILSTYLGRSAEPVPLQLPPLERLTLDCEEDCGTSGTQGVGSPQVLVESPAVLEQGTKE
#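 Test system: Cy5-tagged RRE RNA duplex with fluorescein-tagged Rev peptide | Read-out: % inhibition of FRET ratio versus controls | Probe or stimulus: Labelled Rev peptide | Incubation: 5 min RNA-compound premix plus 15 min binding step, 25 °C | Technique: FRET fluorescence readout | Benchmarks: DMSO low control, neomycin B high control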
# Plk1 PBD FP = inhibitors of human Plk1 polo box domain binding; inhibition, %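 (tested at about 20 µM)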; AID 693; Plk1 PBD phosphopeptide binding, fluorescence polarization; P53350; 97,000 tested, 0.13% active; in the data active = inhibition above about 34%, passing the limit was not always enough
# F-actin modifier = modifiers of cytoskeleton assembly; HUVEC TNFa F-actin phalloidin imaging, high content; inhibition, % at 2 µM; 91,000 tested, 0.18% active; AID 836;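 active = inhibition above the batch mean plus 3 SD and confirmed as a hit by visual image inspection, cut at about 30% in these data, passing the limit was not always enough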; note: strong numbers were not always called active
# PLK1 inh = blocks human PLK1 kinase activity | recombinant PLK1 kinase, TR-FRET peptide phosphorylation | inhibition, % at 10 µM | 97,000 tested, 0.53% active | AID 619;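 active = inhibition of 50% or more in the single-concentration screen; inactive = inhibition below 50%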;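 note: 0% = DMSO max control and 100% = H-89 dihydrochloride min control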
# Pyk2 oligo antag = blocks oligomerization of human Pyk2 in cells. Q14289. Q293 cells, Pyk2 FERM NanoBiT luminescence; active compounds read low. z-score (the deposit names both 25 µM and 10 µM). 99,000 tested, 0.83% active;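 active = Z-score of -3 or lower, scaled per plate to the spread of control and sample wells; inactive = z-score above -3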;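 note: negative z-score means lost luminescence so less FERM oligomerization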
# PTPN22 act = LYP (human) phosphatase activation; AID 697; activation, % at 2 µM; recombinant LYP, DiFMUP fluorescence; 0 = plate median, 100 = signal doubled; 96,000 tested, 0.11% active; Q9Y2R2;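 active = activation at 2 µM above a set limit, the mean plus 5 SD, cut at about 37% in these data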
# LYP inh 2 = inhibitors of human LYP (PTPN22) phosphatase. 96,000 tested, 0.21% active. recombinant LYP catalytic domain, DiFMUP fluorescence. Q9Y2R2. inhibition, % at 2 µM;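 active = inhibition at 2 µM at or above a set limit, the screen mean plus 3 SD, cut at about 24% in these data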;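 note: 0% = DMSO with enzyme and 100% = enzyme fully blocked by orthovanadate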
# * hit, by the source's call; . = not tested or not shown.
SMILES,EphB4 antag,FAK inh,Rev-RRE block,Plk1 PBD FP,F-actin modifier,PLK1 inh,Pyk2 oligo antag,PTPN22 act,LYP inh 2
COc1ccc(CCNC(=S)Nc2cccc(C)c2)cc1,-5,-2,6,11,-16,2,0.02,0,1
O=C(CCCN1C(=O)CCC1=O)Nc1ccc2c(c1)OCO2,-10,-12,2,7,-5,-11,-0.38,4,-6
N#Cc1c2c(c(NCCCN3CCOCC3)n3c1nc1ccccc13)CCC2,1,1,14,13,-9,4,-1.2,-4,3
Cc1onc(-c2ccccc2)c1C(=O)Nc1nc(-c2ccccc2)cs1,-2,0,13,-13,3,-19,-2.8,1,1
COc1ccc(/C(O)=C2/C(=O)C(=O)N(CC3CCCO3)C2c2cccc(O)c2)cc1 (stereo not given),-14,-7,0,-16,5,-9,0.38,6,-1
Cc1ccc(NC2=NCCCCC2)cc1,6,-3,11,-14,.,3,-0.04,1,-5
Cc1ccccc1C(=O)NCCN=C1NS(=O)(=O)c2ccccc21,-1,-7,7,2,11,-5,.,-7,4
Cc1scc(C(=O)N/N=C/c2ccc(OC(C)C)cc2)c1C,-1,1,12,-6,-4,-9,-0.97,-13,14
COc1ccc(OCC(=O)c2c(O)c3ccccc3oc2=O)cc1,0,-1,3,-5,-2,-2,1.2,0,0
O=C(CSc1ncnc2c1cnn2-c1ccccc1)Nc1ccc2c(c1)OCO2,-2,2,8,-10,-14,-8,-0.37,-5,3
N#Cc1nc(Cc2cccc3ccccc23)oc1N1CCCCC1,-4,6,15,0,45,-8,-1,-5,4
O=C(CN1CCC(NC(=O)c2ccco2)CC1)Nc1cccc2ccccc12,2,-1,-3,26,0,-10,-1.1,-9,10
COc1cccc(CNc2ccc3c(c2)ncn3C(C)C)c1OC,2,-1,-5,-5,5,-6,.,-13,13
O=C(c1ccccc1F)N1CCN(c2ncccn2)CC1,-10,0,1,7,1,-14,-0.51,-11,11
Cc1ccc([N+](=O)[O-])cc1-c1[nH]c(-c2ccc(O)c(O)c2)nc1-c1ccccc1,3,0,12,12,.,37,-0.27,-10,12
CCCCc1nnc(NC(=O)C(C)Sc2nc(C)cc(=O)[nH]2)s1 (stereo not given),-5,0,-1,12,23,-12,-1.9,-9,11
CC(C)Cc1nc2oc3c(NCc4cccnc4)ncnc3c2c2c1CCC2,5,6,1,-21,-29,-6,0.55,-1,-1
O=C(NCc1ccccc1C(F)(F)F)C1CC(c2ccccc2[N+](=O)[O-])=NO1 (stereo not given),9,-1,6,-29,12,-7,.,2,1
COC(=O)c1c(NC(=O)CC2SC(N)=NC2=O)sc2c1CCCC2 (stereo not given),7,2,7,-3,-8,0,-0.93,2,3
O=C(COC(=O)C12CC3CC(CC(O)(C3)C1)C2)N1CCN(S(=O)(=O)c2ccc(Cl)cc2)CC1,-11,0,0,11,3,-12,0.1,9,-9

# Brought forward from above: 3 compounds, followed by the next part.
SMILES,EphB4 antag,FAK inh,Rev-RRE block,Plk1 PBD FP,F-actin modifier,PLK1 inh,Pyk2 oligo antag,PTPN22 act,LYP inh 2
O=C(NCc1ccccc1C(F)(F)F)C1CC(c2ccccc2[N+](=O)[O-])=NO1 (stereo not given),9,-1,6,-29,12,-7,.,2,1
COC(=O)c1c(NC(=O)CC2SC(N)=NC2=O)sc2c1CCCC2 (stereo not given),7,2,7,-3,-8,0,-0.93,2,3
O=C(COC(=O)C12CC3CC(CC(O)(C3)C1)C2)N1CCN(S(=O)(=O)c2ccc(Cl)cc2)CC1,-11,0,0,11,3,-12,0.1,9,-9
O=C1NCC(O)=C1C=NCCO,-8,-1,2,-1,-38,-7,0.38,0,4
COc1cc(C(=O)NCCC(=O)NCc2ccc3c(c2)OCO3)cc(OC)c1OC,4,-4,6,12,-2,1,0.47,8,-10
CC1CCN(C(=O)c2cc(F)c(F)cc2Cl)CC1,3,4,-3,-6,0,-2,-0.44,-4,1
CCOC(=O)C(NC(=O)NC1CCCCC1)(c1ccccc1)C(F)(F)F (stereo not given),2,-1,19,11,3,-46,-0.05,7,-4
Cc1cccc(OCCn2c(NC(=O)c3ccco3)nc3ccccc32)c1,-4,4,6,-26,-13,-5,-1.9,1,3
O=C(C1CC(c2ccccc2O)=NO1)N1CCCCC1 (stereo not given),1,-2,5,5,2,-25,-0.05,-10,8
Cc1ccccc1NS(=O)(=O)c1ccc(C)c(C(N)=O)c1,-8,0,7,6,9,16,0.73,3,-6
Cc1ccc2nc(C(F)OC(F)(F)F)[nH]c2c1 (stereo not given),6,3,5,7,11,-8,0.08,-3,2
O=C(CCCCCn1c(=S)[nH]c2cc3c(cc2c1=O)OCO3)N1CCN(Cc2ccccc2)CC1,-1,2,-7,-7,11,-9,-1,-19,19
Cc1ccc2c(c1)sc1nc(=O)n(-c3ccc(Cl)cc3)c(=O)n12,3,-8,-3,-16,17,0,2.4,3,0
COC(=O)c1cccc(NC(=O)Cn2cnc3ccccc3c2=O)c1,-10,-1,-4,-19,7,-2,0.15,5,-7
Cc1[nH]c2ccccc2c1/C=N/Nc1nc(Nc2ccc(F)cc2)nc(N2CCOCC2)n1,1,1,6,-25,16,1,-0.46,-14,16
O=S(=O)(c1ccc(Br)cc1)N1CCCC1c1nc2ccccc2s1 (stereo not given),1,0,10,12,-26,-6,-0.68,8,-7
CCOC(=O)c1oc2ccccc2c1CN1CCN(C)CC1,1,-2,1,-13,-6,-6,-0.22,-2,3
Cc1ccc(-c2cc(C(=O)N/N=C/C=C/c3ccco3)c3ccccc3n2)cc1C,-3,1,2,14,-2,-7,0.36,6,-5
CC(=O)NCCn1c(SCc2cc(F)ccc2F)nc2ccccc2c1=O,4,-9,0,7,-22,-11,-0.51,-5,9
COc1cc(C(O)P(=O)(OC2CCCCC2)c2ccc(N(C)C)cc2)cc(OC)c1OC (stereo not given),-4,3,-2,0,-11,2,1.3,7,-7
CCCCC(=O)Nc1ccc(Br)cn1,10,6,6,2,.,-3,0.37,-2,6
OCCN(CCO)c1ncnc2c1oc1ccc(Br)cc12,-3,3,7,-14,-5,-5,0.78,1,2
Cc1ccc(N(Cc2ccc(C(=O)NC3CCCCC3)cc2)S(C)(=O)=O)cc1C,-8,-3,9,-5,.,0,-1.1,2,-1

# Record cards (already shown):
# O=C(CN1CCC(NC(=O)c2ccco2)CC1)Nc1cccc2ccccc12 is listed as EphB4 antag: 2; FAK inh: -1; Rev-RRE block: -3; Plk1 PBD FP: 26; F-actin modifier: 0; PLK1 inh: -10; Pyk2 oligo antag: -1.1; PTPN22 act: -9; LYP inh 2: 10
# Cc1scc(C(=O)N/N=C/c2ccc(OC(C)C)cc2)c1C is listed as EphB4 antag: -1; FAK inh: 1; Rev-RRE block: 12; Plk1 PBD FP: -6; F-actin modifier: -4; PLK1 inh: -9; Pyk2 oligo antag: -0.97; PTPN22 act: -13; LYP inh 2: 14

# Other results follow:
SMILES,EphB4 antag,FAK inh,Rev-RRE block,Plk1 PBD FP,F-actin modifier,PLK1 inh,Pyk2 oligo antag,PTPN22 act,LYP inh 2
O=C(CN1C(=O)C2(OCCO2)c2ccccc21)c1ccc(F)cc1,-5,-5,-3,-3,-6,-13,-0.39,-2,0
Cc1nn(Cc2ccc(Cl)cc2Cl)c(C)c1NC(=O)c1nc2n(n1)C(C(F)F)CC(C)N2 (stereo not given),0,6,5,10,12,-6,0.68,-6,5
CCCNC(=O)NC(=O)CSc1nnc(-c2ccncc2)n1CC,-10,3,3,-5,-10,-10,0.31,10,-12
COc1ccccc1-c1noc(-c2ccccc2C(=O)Nc2cccnc2)n1,6,1,7,-22,8,-7,-0.1,5,-2
COc1ccccc1CCNS(=O)(=O)c1c(C)n(C)c(=O)n(C)c1=O,2,-8,3,-10,18,-2,.,-11,10
COc1ccccc1CNC(=O)CC(NS(=O)(=O)c1ccc(C)cc1)c1ccco1 (stereo not given),-2,-6,4,45,-42,-12,-0.18,-8,6
COc1ccc(CN(Cc2ccccn2)S(=O)(=O)c2ccc(-n3cnnn3)cc2)cc1,9,5,12,-26,-9,-5,-0.23,3,-4
Cc1nc(NC(C)C)c2oc3ccccc3c2n1,-7,4,2,-38,-161,-5,0.74,-1,1
CCN(C1CCCCC1)S(=O)(=O)c1cc(C)ccc1OC,0,0,9,6,-6,-10,-1.2,2,-7
COc1cc(NC(=O)C(C)C)ccc1NC(=O)c1ccco1,-3,4,1,10,-18,-9,-0.53,-9,11
CCOC(=O)c1c(C)[nH]c(C(=O)CN2C(=O)NC(CC)(c3ccccc3)C2=O)c1C (stereo not given),-4,-2,9,6,-12,-5,-0.34,6,-8
CC1CCN(C(NC(=O)c2ccco2)C(=O)c2ccccc2)CC1 (stereo not given),-2,0,6,-9,-3,-5,0.67,4,-2
Cc1cc(C)nc(NC(=NCCc2c[nH]c3ccccc23)NC(=O)c2ccco2)n1,-8,1,-2,-2,13,-10,-2.7,-5,3
COC(=O)C1C2C=CC3(CN(Cc4ccco4)C(=O)C13)O2 (stereo not given),8,3,10,-3,7,-8,1.7,-2,1
Cc1ccc(S(=O)(=O)O)c(C)c1N1CCCC1=O,-1,0,5,11,2,-6,0.95,14,-18
CC(C)n1c(NCc2cccs2)nc2ccccc21,2,-5,9,5,12,7,0.19,-4,2
Cc1ccc(-c2noc(COc3ccccc3C)n2)cc1,-7,-6,19,18,-8,-9,-0.89,26,-23
Cc1ccc(N=Nc2c(=O)[nH]n3c(C)cc(C)nc23)cc1,7,-2,2,6,.,-21,-3.8*,4,-2
C(=N\c1nccs1)/c1c[nH]c2ccccc12,8,2,19,3,0,17,-0.47,-2,6
C=CCc1cc(C)cc(C)c1OCCn1cncn1,17*,13,8,20,0,-6,0.4,0,3
CC(O)[C@H](NC(=O)C1(c2ccccc2)CCN(C(=O)OC(C)(C)C)CC1)C(=O)O (stereo not given in full),0,-3,1,20,6,-18,0.45,-5,2
COC(=O)c1ccc(O)c(Sc2cc(C(=O)OC)ccc2O)c1,1,-2,2,24,4,-11,1.1,-2,2
Cc1cc(-n2c(C)cc(C(=O)CSc3nnnn3-c3ccccc3)c2C)no1,-3,-2,5,-21,13,0,0.05,6,-7
CN1C(=S)SC(N(O)C(=O)Nc2ccccc2)C1(C)C (stereo not given),3,1,7,2,7,-13,1.8,-3,5
COc1ccc2c(c1[N+](=O)[O-])CCC/C2=N/OC(=O)c1ccccc1SC,0,1,2,-3,7,-3,-0.26,-12,14
COc1cc(C2C(C#N)=C(N)OC3=C2C(=O)CC(C)(C)C3)c([N+](=O)[O-])cc1OC (stereo not given),6,2,49*,9,1,-15,1.3,6,-2
Cc1cc(C(=O)COC(=O)c2ccc3c(c2)OCO3)c(C)n1Cc1cccs1,-9,0,2,17,-1,-11,0.54,3,0
Cc1cc(C(=O)CSc2n[nH]c(N)n2)c(C)n1-c1cc(F)ccc1F,1,5,8,7,-13,-6,0.65,-5,5
CC1CC(C)CN(CCCNC(=O)C2CCN(S(=O)(=O)N3CCCCC3)CC2)C1 (stereo not given),-8,1,-2,-5,-3,-14,-0.05,5,-8
CCCn1nnc(NC(=O)COc2cc(C)ccc2C(C)C)n1,-1,3,6,-6,-16,-6,-0.92,7,-3
Cc1ccc(CSc2nc3sc(C)c(C)c3c(=O)n2Cc2ccco2)cc1,4,-2,3,0,-7,-8,-0.06,-1,6
COc1ccccc1OCCCCNCCO,-7,-7,2,-3,-5,-1,2.7,7,-3
COC(=O)CCC(NC(=O)c1cc(C)oc1C)C(=O)OC (stereo not given),-7,-4,1,-13,2,-2,-0.58,13,-12
CCOc1ccc(N=C(NC#N)SC)cc1,3,-1,7,-25,6,-17,1.9,10,-12
Cc1ccc(-c2nnc(N3CCN(C(=O)CSc4ncn[nH]4)CC3)c3ccccc23)cc1,6,0,8,-5,9,12,-0.64,4,-5
O=C(OCc1nnc(-c2ccccc2)o1)c1ccc2c(c1)OCO2,6,8,9,-4,-4,0,2.9,-7,6
COC(=O)c1ccc(NC(=O)C2CCCO2)cc1 (stereo not given),7,2,10,-5,2,-2,-0.02,-7,5

# Compounds as they come; any-hit rate near 3.5%.
